High-throughput results as filed in PubChem.
Lamin A splicing: qHTS Assay for Modulators of Lamin A Splicing; 0.01% of 200,000 active; Potency, µM (top dose mostly 46.1 µM), for the others: top-dose ratio change, negative = inhibition, hits mostly inhibitors; AID 1487, 2009; HeLa LMNA splicing GFP/RFP minigene ratio, 48 h; active means well fitted inhibition curve with a large enough effect in the signal ratio, with a control signal flat, not every such curve was filed as active; inconclusive means small, poorly fitted or top-dose-only effect, or effect the other way, or a change in a side signal; the % refers to the signal ratio; further: potency means the concentration at half of the fitted maximal effect; on the % scale 0 is the no-effect control and ±100 the full control effect
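Read-out is the ratio of GFP to DsRed2 object intensity, acquired by 488 nm laser-scanning cytometry on HeLa lamin A-EGFP minigene reporter cells. Compound incubation 48 hrs at 37 °C in Opti-MEM with 2% FBS; DMSO 0.5% final.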
KinaseGlo FLuc: Counterscreen for Luciferase (Kinase-Glo TM) Inhibition; AID 1379, 2008; Potency, µM (titrated, usually from 38.3 µM), inactives show at the highest dose activity change, negative = inhibition, actives largely listed as inhibitors; 0.28% of 200,000 active; Luciferin 4-monooxygenase (Photuris pensylvanica), Q27757; Kinase-Glo luciferase, ATP luminescence, 8 min; further: potency means the concentration at half of the fitted maximal effect; on the % scale 0 is the no-effect control and ±100 the full control effect; nearly all actives have a fitted effect of over 60% in size
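Recombinant Kinase-Glo luciferase, 10 uM ATP (linear range), luciferin; imidazole pH 7.2 / KCl / MgCl2 / Tween / BSA buffer; 8 min RT; luminescence.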
SMN2 splice up: qHTS Assay for Enhancers of SMN2 Splice Variant Expression | HEK293 SMN2-luciferase splicing reporter, luminescence, 30-36 h | Potency, µM (highest dose often 46.1 µM), inactives show top-dose activity change, positive = activation, hits mostly activators | 2.8% of 210,000 active | AID 1458, 2008; further: potency means the concentration at half of the fitted maximal effect; % of control where 0% means no effect; nearly all actives have a fitted effect of over 55% in size
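qHTS luciferase splicing reporter: luminescence rises when SMN2 exon 7 is included in transfected HEK293 cells. Compound exposure lasted 30-36 h at 37C, with 4.5 mM final sodium butyrate as control, followed by a ONE-Glo read.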
IMPase Li inh: qHTS Assay for Identifying the Cell-Membrane Permeable IMPase Inhibitors: Potentiation with Lithium; Potency, µM (doses to about 59.4 µM), without a hit: top-dose activity, negative = IMPase inhibition, most hits filed as inhibitors; 0.35% of 210,000 active; AID 1457, 2008; CHO-M1 cells, IP1 TR-FRET (IP-One), carbachol + lithium;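 further: IP1 builds up when IMPase is blocked and the TR-FRET signal falls; potency means the concentration at half of the fitted maximal effect; plate controls were basal vehicle for no effect and high inhibitor control for full effect; nearly all actives have a fitted effect of over 50% in size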
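Concentration–response in CHO-M1 cells, lithium-potentiated; 30 min at 37C. IP1 detected by competitive TR-FRET after 10 min lysis at RT. Hill-fitted AC50.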
CBFb-RUNX1 inh: qHTS Assay for Compounds Blocking the Interaction Between CBF-beta and RUNX1 for the Treatment of Acute Myeloid Leukemia; Runt-related transcription factor 1 (Homo sapiens) + Core-binding factor subunit beta …; AlphaScreen CBFb-His/RUNX1-biotin binding, biochemical; Potency, µM (highest dose often 59.8 µM), without a hit: top-dose activity, negative = inhibition, actives largely listed as inhibitors; 230,000 tested, under 10 active; AID 1477, 2009; further: % of control where 0% means no effect
Target sequence (Q01196 whole entry, looked up): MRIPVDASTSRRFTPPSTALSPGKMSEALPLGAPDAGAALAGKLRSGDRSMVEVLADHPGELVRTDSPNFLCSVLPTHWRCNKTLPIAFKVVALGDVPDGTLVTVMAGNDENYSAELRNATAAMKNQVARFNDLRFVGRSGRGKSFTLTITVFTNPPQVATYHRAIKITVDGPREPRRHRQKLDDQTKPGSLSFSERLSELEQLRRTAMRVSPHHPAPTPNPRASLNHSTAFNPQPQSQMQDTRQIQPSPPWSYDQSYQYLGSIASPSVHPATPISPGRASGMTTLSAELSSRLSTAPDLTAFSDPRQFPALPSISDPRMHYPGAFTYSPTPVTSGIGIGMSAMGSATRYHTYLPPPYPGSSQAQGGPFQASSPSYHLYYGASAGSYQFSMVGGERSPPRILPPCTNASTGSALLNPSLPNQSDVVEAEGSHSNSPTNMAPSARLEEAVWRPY
Target sequence (Q13951 whole entry, looked up): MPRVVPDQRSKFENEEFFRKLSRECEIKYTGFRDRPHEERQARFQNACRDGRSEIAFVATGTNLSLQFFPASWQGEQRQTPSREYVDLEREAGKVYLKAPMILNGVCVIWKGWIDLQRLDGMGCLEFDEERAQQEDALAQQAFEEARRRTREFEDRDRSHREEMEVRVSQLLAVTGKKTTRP
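AlphaScreen proximity signal reports loss of binding between His-tagged CBF-beta and biotin-labelled RUNX1, each at 30 nM. Proteins are pre-associated for 20 minutes, compounds added for 15 minutes, then beads for 90 minutes, all at ambient temperature.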
HTT aggregate: qHTS Multiplex Assay to Identify Dual Action Probes in a Cell Model of Huntington: Aggregate Formation (GFP). Potency, µM (titrated, usually from 46.1 µM), inactives show at the highest dose activity change, negative = inhibition, actives largely listed as inhibitors. 1.1% of 220,000 active. PC12 HttQ103-GFP aggregates, Acumen cytometry, 40 h; further: potency means the concentration at half of the fitted maximal effect; on the % scale 0 is the no-effect control and ±100 the full control effect; nearly all actives have a fitted effect of over 60% in size
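Quantitative HTS on tebufenozide-induced (100 nM) PC12 cells stably expressing polyQ103 Huntingtin exon 1–GFP. Reduction of bright GFP aggregates, detected by laser scanning cytometry after lysis, identified actives across the titration.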
HTT cytoprotect: qHTS Multiplex Assay to Identify Dual Action Probes in a Cell Model of Huntington: Cytoprotection (ATP) | Potency, µM (top dose mostly 56.4 µM), for the others: cytoprotection (ATP increase), most hits filed as activators | PC12 HTT-Q103 induced, cytoprotection, ATP luminescence, 40 h | AID 1471, 2008 | 0.14% of 230,000 active;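 further: potency means the concentration at half of the fitted maximal effect; % of control where 0% means no effect; nearly all actives have a fitted effect of over 45% in size; toxic huntingtin expression switched on by the ecdysone agonist tebufenozide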
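Readout: ATPlite luminescence (ATP level). Model: stable PC12, inducible Htt exon1 Q103-GFP. Inducer: tebufenozide, 100 nM final. Compounds: dose series. No G418 in medium.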
* hit, by the source's call; ? = inconclusive; nt = no result given; & = joins results of further samples; [ ] = another dose, or the depositor's remark. Unless noted, the call rests on the fitted dose curve; in most records, active means well fitted curve in the direction sought with a large enough effect; inconclusive means small, poorly fitted or top-dose-only effect, or another doubt; inactive means no such curve, though single readings can be large; an effect the other way counts as inactive or inconclusive. Compounds were not picked by outcome; overall some 4% were active at least once.

SMILES	Lamin A splicing	KinaseGlo FLuc	SMN2 splice up	IMPase Li inh	CBFb-RUNX1 inh	HTT aggregate	HTT cytoprotect
Cc1csc(NC(=O)C(NS(=O)(=O)c2ccc(Br)s2)c2ccccc2)n1 (stereo not given)	1%	-1%	10%	-7%[38.3 µM]	2%	-6%	1%
O=C(CN(C(=O)c1ccco1)c1cccc(F)c1)NCc1ccc(F)cc1	-2%	-5%	-1%	-12%[38.3 µM]	7%	-6%	11%
CCOC(=O)C1CCN(C(=O)c2ccc(SC)cc2OC)CC1	-12%	1%	1%	18%[38.3 µM]	0%	9%	-1%
Cc1ccc(C)c(CSc2nc3ccncc3n2CC(=O)Nc2ccc(C)c(C)c2)c1	-7%	-2%	-19%	2%	-1%[2.36 µM]	11%	nt
Cc1cc(C)n2nc(C(=O)OCC(=O)c3c[nH]c4ccccc34)nc2n1	13%[9.22 µM]	0%	6%	3%	2%	-13%	?
O=C1N(Cc2cccc(Cl)c2)C[C@@H]2C[C@@H](c3c[nH]c4ccccc34)N3CCC[C@@]123	nt	nt	nt	12%	-12%	-4%[9.22 µM]	-6%[10 µM]
O=c1[nH]c(=O)n(CCOc2ccc(Cl)cc2)cc1Br	-1%	-2%	-19%	-2%[38.3 µM]	2%	-1%	-13%
CSc1n[nH]c(-c2ccc(C(F)(F)F)cc2)n1	nt	nt	nt	nt	20%	7%[9.22 µM]	-11%[10 µM]
C[C@@]12CC[C@@H]3c4ccc(O)cc4CC[C@H]3[C@H]1C[C@@H](O)[C@H]2O	?	4%[17.1 µM]	-13%[20.6 µM]	-5%	1%[21.7 µM]	nt	-34%[inhibitor][17.1 µM]
COc1ccc(-c2[nH]ncc2/C=N\NS(=O)(=O)c2ccc(Cl)cc2)cc1	?	13%	-34%[inhibitor]	-5%[38.3 µM]	2%	-22%	-6%
CCOc1cc(/C=N/NC(=O)Cc2ccc(C(F)(F)F)cc2[N+](=O)[O-])c(Br)cc1OC	10%	-2%	19%	11%[38.3 µM]	-1%	-10%	-96%[inhibitor]
Cc1[nH]c2ccccc2c1SCC(=O)Nc1nccs1	nt	2%	25µM*	0%	4%	4%	nt
COc1ccc(OC(C)C(=O)N2CCc3ccccc3C2)cc1 (stereo not given)	-13%	5%	12%	8%[38.3 µM]	8%	-12%	-5%
COc1ccc(N2CCN(C(=O)CSc3nc4[nH]ncc4c(=O)n3-c3cccc4ccccc34)CC2)cc1	nt	2%	34%	-7%	-6%	-6%	-122%[inhibitor]
Cc1ccc(CSC2=NCCN2C(=O)C2CC2)cc1	-14%	1%	-7%	15%[38.3 µM]	8%	6%	15%
COc1ccccc1NS(=O)(=O)/C=C/c1ccccc1	-13%	-2%	-11%[1.84 µM]	3%	5%	?	-22%[10 µM]
CC(C)c1ccccc1NC(=S)NCc1ccncc1	nt	-5%	6%	-3%	11%	-2%	-7%
O=C(/C=C/c1cccnc1)c1cc(F)ccc1O	nt	nt	nt	nt	-10%	6%[9.22 µM]	20%[10 µM]
CCCn1nc(C(=O)OCC(=O)Nc2cccc(S(N)(=O)=O)c2)c2ccccc2c1=O	-5%[46 µM]	0%	-2%	-3%	2%	-5%	-17%
CC1CCCC(NC(=O)Cc2ccc(Br)cc2)C1C (stereo not given)	-9%	-3%	1%	11%	13%	-11%	28%[1.9 µM]

Part of the list above, with values under each structure:
Order of results: Lamin A splicing	KinaseGlo FLuc	SMN2 splice up	IMPase Li inh	CBFb-RUNX1 inh	HTT aggregate	HTT cytoprotect
> CSc1n[nH]c(-c2ccc(C(F)(F)F)cc2)n1
  nt	nt	nt	nt	20%	7%[9.22 µM]	-11%[10 µM]
> COc1ccc(N2CCN(C(=O)CSc3nc4[nH]ncc4c(=O)n3-c3cccc4ccccc34)CC2)cc1
  nt	2%	34%	-7%	-6%	-6%	-122%[inhibitor]

Additional entries follow:
SMILES	Lamin A splicing	KinaseGlo FLuc	SMN2 splice up	IMPase Li inh	CBFb-RUNX1 inh	HTT aggregate	HTT cytoprotect
O=C1CCCN1CCCNC(=S)Nc1ccccc1	nt	nt	nt	nt	-1%	19%[9.22 µM]	42%[10 µM]
COn1c(SCC(N)=O)nc2ccccc2c1=O	9%	-1%	2%	-10%[38.3 µM]	-19%	2%	11%
O=C(COc1cccc(Cl)c1)Nc1nc(-c2ccc(S(=O)(=O)N3CCOCC3)cc2)cs1	?	5%	-91%[inhibitor]	3%	7%	-14%	-4%[1.9 µM]
CCn1ccnc1CN(C)Cc1nc(CCC(C)C)no1	12%[46 µM]	-4%	nt	10%	?	11%[9.22 µM]	10%[10 µM]
COc1ccccc1C1CCN(c2cc(O)ccc2[N+](=O)[O-])CC1	nt	nt	nt	nt	?	-3%[9.22 µM]	6%[10 µM]
Cc1nnsc1C(=O)N/N=C/c1ccc(OC(F)(F)F)cc1	?	2%	-5%	4%	5%	-2%	13%[10 µM]
O=C(CN(Cc1ccccc1)S(=O)(=O)c1ccccc1)N1CCOCC1	-10%	-2%	0%	-1%[38.3 µM]	5%	1%	-1%
Cc1cc(NC(=O)c2ccc3c(c2)C(=O)N(Cc2cccnc2)C3=O)no1	14%	0%	13%	14%[38.3 µM]	1%	29%	-4%
Cc1n[nH]c(=S)n1/N=C/c1cccc(OCc2ccccc2)c1	nt	2%	6%	9%	-1%	?	-40%[inhibitor]
Cc1cc2ccccc2nc1SCC(=O)Nc1nc(-c2ccccc2)cs1	-3%	0%	-7%	-5%[38.3 µM]	-3%	-2%	27%
NC(=S)NNC(=O)c1ccccc1Cl	nt	nt	nt	nt	3%	12%[9.22 µM]	14%[10 µM]
Cc1ccc(C)c(-n2cc(CNCCCn3cccn3)c(-c3ccccc3)n2)c1	nt	-1%	nt	-1%	5%	-1%[9.22 µM]	-8%[10 µM]
CC(C)Cc1c(O)nc(SCC(=O)Nc2ccc3c(c2)CCC3)[nH]c1=O	-6%	1%	14%	1%	3%	24%	31%[10 µM]
CC(O)CNCc1ccccc1C(F)(F)F (stereo not given)	nt	nt	nt	-6%	4%	-17%[9.22 µM]	-14%[10 µM]
C#CCOc1nc(C)cc(C)c1S(=O)(=O)c1ccccc1C	17%[46 µM]	0%	-21%	12%	2%	-23%	6%[10 µM]
CCCCC1=CC2=C(OC(C)=O)C(=O)C(C)(OC(=O)C3CCCC3)C(=O)C2=CO1 (stereo not given)	nt	-5%	12%	-8%	?	nt	-62%[inhibitor]
O=C(CC1SCCNC1=O)Nc1ccc(F)c(Cl)c1 (stereo not given)	0%[46 µM]	-3%	nt	-3%	2%	5%[9.22 µM]	23%[10 µM]
COc1cc(C(=S)N2CCOCC2)cc(OC)c1OC	nt	nt	nt	nt	4%	8%	?
CCCCNC(=O)C(=O)N/N=C/c1cccc(Br)c1	3%	-1%	8%	-6%	2%	-4%	?
O=C(O)c1cc2ccccc2n1-c1ccccc1	4%	3%	12%	4%[38.3 µM]	-1%	3%	-8%[10 µM]
OCC(Cc1ccc2c(c1)OCO2)C(CO)Cc1ccc2c(c1)OCO2 (stereo not given)	nt	nt	nt	nt	1%	-23%[9.22 µM]	-4%[10 µM]
Nc1nnc(COc2cccc(C(F)(F)F)c2)s1	?	13%	-6%	1%[38.3 µM]	17%	-14%	-18%[0.074 µM]
O=C(Oc1c(CN2CCOCC2)cc(Cl)c2cccnc12)c1ccccc1	nt	7%	-86%[inhibitor]	1%	?	?	-146%[inhibitor]
COCCn1c(C)cc(C(=O)CSc2nnc(C)s2)c1C	?	10µM*	-58%[inhibitor]	0%[38.3 µM]	-8%	12%	-165%[inhibitor][0.074 µM]
NC(Cc1ccc(O)c(O)c1)C(=O)O (stereo not given)	nt	-5%	6%	9%	nt	nt	nt
O=C(Nc1ccc(CN2CCOCC2)cc1)c1ccc(N2CCCC2)c([N+](=O)[O-])c1	-11%[46 µM]	2%	-19%	7%	-28%	8%	8%[10 µM]
COc1cc(C(=O)NCC2(N3CCCCC3)CCCCC2)ccc1OCC(=O)N1CCOCC1	nt	nt	nt	nt	2%	10%[9.22 µM]	30%[10 µM]
S=C(NCCSCc1c(Cl)cccc1Cl)Nc1ccccc1	?	-8%	14%	3%[38.3 µM]	-2%	?	-7%
O=c1cc(N2CCOCC2)oc2c(-c3ccccc3)cccc12	16µM*	-4%&-1%	?	21%&-1%&5%&7%	?	nt	-106%[inhibitor]
O=C(O)CCC(=O)NC1CCCCCCC1	-1%	-6%	-15%	-2%[38.3 µM]	-3%	-1%	-29%[0.074 µM]
C=CCNc1nc(S(=O)Cc2ccc(C)cc2)nc2c1CCCC2 (stereo not given)	?	0%	-15%	6%	4%	14%	7%[10 µM]
Cc1cccc(N=C2NN=C(c3c(C)[nH]c4ccccc34)CS2)c1	?	1%	-106%[inhibitor]	2%	-7%	19%	-20%[1.9 µM]
COc1ccccc1C1CC(=O)Oc2cc(C)c(Cl)c(C)c21 (stereo not given)	nt	1%[39.9 µM]	nt	2%	-22%[89.1 µM]	nt	?
NNC(=O)CN1C(=O)Nc2ccc(Br)cc2C1c1ccccc1 (stereo not given)	-13%	-1%	9%	6%	?	2%	-9%[10 µM]
Cc1cc(NC(=O)CSc2nnc(Cc3ccccc3)o2)no1	-5%	3%	11%	15%[38.3 µM]	6%	12%	3%
CC(=O)Nc1ccc(OC(=O)c2cc3cc(Br)cc(Br)c3oc2=O)cc1	2%	-2%	1%	-9%	2%	-11%	7%[10 µM]
Cc1ccccc1C(=O)Nc1ccc(Br)c(C)n1	8%	-26%	80%	30%[38.3 µM]	5%	3%	-10%
COc1ccc(N2C(=O)C(Cl)=C(Oc3cccc(OC)c3)C2=O)cc1	?	0%	-65%[inhibitor]	26%	-6%	?	?
O=c1oc(-c2cccc(Cl)c2)nc2c1cnn2-c1ccccc1	-6%	16%	3%	-28%[38.3 µM]	6%	-12%	1%
O=S(=O)(CCNCc1cccs1)c1ccc(Cl)cc1	-8%[46 µM]	nt	nt	nt	7%	-3%[9.22 µM]	-2%[10 µM]
COc1ccc(C2NC(=O)c3ccccc3O2)c(OC)c1OC (stereo not given)	7%	-2%	-13%	-2%[38.3 µM]	5%	-1%	14%
